Screening results as filed in PubChem BioAssay.
GPR35 antagonists = GPR35 antagonists blocking zaprinast-driven arrestin recruitment, primary screen, imaging, U2OS, beta-arrestin-GFP, zaprinast agonist (AID 2058) | U2OS GPR35 beta-arrestin-GFP translocation imaging, zaprinast antagonism; higher % means a stronger effect | hit rate 0.052% among 290,000 | one-dose inhibition, % at 10 µM; IC50 in µM for titrated hits;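 active = inhibition of at least 50% with at least 30 cells and total cytoplasm GFP at most 10,000,000; inconclusive = under 30 cells or total GFP of 10,000,000 plus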
UTI89 phage lysis = inhibition of K1F phage lysis, E. coli UTI89, bacterial capsule biogenesis inhibitors, alamar blue (AID 488966) | hit rate 0.02% among 340,000 | one-dose inhibition, % at 100 µM; IC50 in µM for titrated hits | E. coli UTI89 K1F phage lysis, alamar blue, 2 h; higher % means a stronger effect;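 active = phage lysis inhibition, versus mean bacterial control, above a set limit; inconclusive = no clear call, values can overlap the other calls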;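 note: capsule biogenesis inhibitors block K1F phage lysis so surviving cells raise fluorescence; higher fluorescence means more inhibition of phage lysis; actives were called in the ten point dose series up to 300 µM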
NTR1 ag = NTR1-driven beta-arrestin-GFP spot formation – imaging, U2OS cells, high content, primary screen (AID 493036). agonist mode. P30989. hit rate 0.17% among 330,000. activation, % at 20 µM;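 active = activation at or above 40% of the spot to cytoplasm intensity ratio, with at least 20 cells analyzed; inconclusive = wells under 20 cells, flagged as cytotoxic or low count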;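 note: 0% = DMSO without peptide and 100% = 100 nM NTR1 peptide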
Target sequence (P30989 whole entry, looked up): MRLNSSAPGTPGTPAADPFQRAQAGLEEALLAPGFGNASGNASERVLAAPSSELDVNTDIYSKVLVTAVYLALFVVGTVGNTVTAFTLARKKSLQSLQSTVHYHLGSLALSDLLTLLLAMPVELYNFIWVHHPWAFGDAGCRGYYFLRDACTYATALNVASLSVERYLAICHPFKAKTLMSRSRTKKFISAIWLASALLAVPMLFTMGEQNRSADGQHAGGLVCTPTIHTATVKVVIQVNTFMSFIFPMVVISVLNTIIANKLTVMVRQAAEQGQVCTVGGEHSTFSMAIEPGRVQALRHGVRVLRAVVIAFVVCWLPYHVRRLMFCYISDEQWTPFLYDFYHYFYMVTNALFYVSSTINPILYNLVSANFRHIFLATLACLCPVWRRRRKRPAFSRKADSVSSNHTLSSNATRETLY
GPR55 beta-arrestin = GPR55 agonists via beta-arrestin recruitment, primary screen, imaging, U2OS cells, beta-arrestin-GFP redistribution (AID 1961). U2OS GPR55 beta-arrestin-GFP redistribution imaging; higher % means a stronger effect. activation, % at 10 µM; hits with a dose series show EC50 in µM. hit rate 0.048% among 290,000;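 active = activation above 40% with more than 50 cells counted in the well; inconclusive = wells holding fewer than 50 cells, flagged as toxic or sparse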;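 note: U2OS osteosarcoma cells stably expressing GPR55 and beta-arrestin-GFP; plate controls were DMSO negative control for no effect and LPI positive control for full effect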
HIV fusion peptide = cell-free HIV fusion peptide-binding blockers – biochemical, uHTS, fluorescence dequenching, primary screen (AID 1986) | cell-free peptide binding, fluorescence dequenching, 30 min; higher % means a stronger effect | one-dose inhibition, % at 20 µM; IC50 in µM for titrated hits | hit rate 0.3% among 290,000; in the data active = inhibition mostly above about 52%, no sharp cut-off; inactive = mostly below about 76%; note: some results filed as inactive read as strong as hits
NS5 inhibitors = flavivirus cap methylation enzyme inhibition – biochemical, confirmation dose response, primary screen (AID 588689); inhibition, % at 25 µM, or IC50 in µM where a hit was titrated; hit rate 0.3% among 340,000; Dengue-2 NS5 methyltransferase capping enzyme assay, biochemical; higher % means a stronger effect; in the data active = a potency from the dose series; inconclusive = inhibition above about 29% without an active follow-up result
Siah-1 displacement = blockers of Siah-1 interaction with plectin peptide – biochemical, fluorescence polarization, rhodamine-plectin, uHTS, primary screen (AID 1817); one-dose displacement, % at 20 µM; IC50 in µM for titrated hits; Siah-1 / rhodamine-plectin peptide fluorescence polarization; higher % means a stronger effect; hit rate 0.02% among 290,000;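 active = displacement of at least 50% at 20 µM, with a fluorescence ratio check between 0.3 and a set limit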;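 note: plate controls were Siah plus tracer with DMSO for no effect and tracer alone without Siah for full effect; strong numbers were not always called active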
AID2073 = disruptors of CaV2.2 binding to Mint1 – biochemical, HTRF (AID 2073). HTRF protein-protein interaction, Mint1-CaV2.2; higher % means a stronger effect. one-dose inhibition, % at 20 µM; IC50 in µM for titrated hits. hit rate 0.19% among 290,000; in the data active = inhibition mostly above about 51%, no sharp cut-off; inconclusive = no clear call, values can overlap the other calls; inactive = mostly below about 53%; note: some results filed as inactive read as strong as hits
GPR55 LPI antagonism = inhibition of LPI-stimulated GPR55 beta-arrestin translocation – imaging, U2OS, beta-arrestin-GFP, LPI agonist, primary screen (AID 2013). inhibition, % at 10 µM, or IC50 in µM where a hit was titrated. hit rate 0.13% among 290,000. U2OS GPR55 beta-arrestin-GFP translocation imaging, LPI antagonism; higher % means a stronger effect;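 active = spots per cell inhibited over 60%, with over 100 cells counted and total cytoplasm intensity under 500,000; inconclusive = wells with under 100 cells, flagged as likely toxic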;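 note: U2OS cells stably carrying GPR55 and arrestin-GFP stimulated by 5 µM LPI near EC80; imaged beta-arrestin-GFP aggregate spots per cell after agonist stimulation; plate controls were LPI-stimulated DMSO wells for no effect and DMSO wells without LPI for full effect; some results filed as inactive read as strong as hits; confirmed hits need IC50 under 10 µM and bright autofluorescent wells are also inconclusive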
NTR1 ag cell count 20 µM = also measured in NTR1 ag; calls as there; cell count; measured here: cell count, cytotoxicity flag
NS5 inhibitors pilot replicate = further read-out of NS5 inhibitors, marked with its call; inhibition, %; measured here: pilot screen replicate inhibition
* = called active by the depositor; ? = inconclusive; . = no result given; [ ] = dose if it differs, or a comment.

SMILES	GPR35 antagonists	UTI89 phage lysis	NTR1 ag	NTR1 ag cell count 20 µM	GPR55 beta-arrestin	HIV fusion peptide	NS5 inhibitors	Siah-1 displacement	AID2073	GPR55 LPI antagonism	others
Cc1ccc(S(=O)(=O)N2CCN(C(=O)N3CCOCC3)C2C)cc1 (stereo unspecified)	6.1%	-0.1%	-0.4	71	0.6%	-0.2%	-2.7%	2.8%	2.6%	1.5%	NS5 inhibitors pilot replicate=-1.5
COc1ccccc1CCC(=O)OCC(=O)Nc1ccc(C(N)=O)cc1	0.6%	0.7%	1.3	40	-0.2%	-0.5%	-3.2%	2.5%	2.9%	-5.6%
O=C(NNC(=O)c1ccccc1Cl)c1cccs1	-6.0%	0.7%	-5.3	70	-0.2%	-0.4%	1.6%	-1.6%	-3.0%	-7.4%
CN1CCC(N(C)C(=S)Nc2ccc(SC(F)F)cc2)CC1	-2.0%	1.0%[50 µM]	-1.5	76	0.5%	0.5%	-6.6%	0.1%	-28.4%	3.7%
O=C(COc1ccc([N+](=O)[O-])cc1)Nc1ccc(CN2CCOCC2)cc1	-7.6%	0.2%	1.8	74	-0.3%	0.8%	-0.9%	1.6%	-10.8%	-7.0%
CC(C)(C)c1nnc(NS(=O)(=O)c2cc(Cl)ccc2Cl)s1	-9.7%	0.3%	0.0	63	0.5%	8.1%	-0.8%	12.6%	-13.6%	1.8%
COC(=O)c1c(C(=O)OC)c(C)n(Cc2cccnc2)c1C	15.4%	-0.7%	1.0	64	0.0%	0.8%	-5.5%	2.3%	?	3.8%
O=C(NC12CC3CC(CC(C3)C1)C2)c1ccc(COc2ccc(Cl)cc2[N+](=O)[O-])o1	17.4%	0.6%	4.7	44	-0.1%	4.0%	-8.3%	-2.2%	52.1%	-8.6%
CCOC(=O)C1CCN(C(=O)c2ccc3c(c2)NC(=O)/C(=C\c2cccc(C)c2)S3)CC1	-7.3%	-1.8%	18.3	29	-0.2%	-0.4%	?	0.2%	-6.7%	14.0%
COc1cccc(C(=O)NCC(=O)N/N=C(C)\C=C\c2ccccc2)c1	3.6%	-1.1%	-0.4	31	-0.6%	-1.7%	-5.9%	-2.5%	-4.5%	6.6%
CCCC(=O)Nc1nnc(-c2ccco2)s1	3.7%	0.6%	0.6	58	-0.1%	-0.3%	.	-5.1%	4.7%	-9.4%
CCN(CC)S(=O)(=O)c1cccc(C(=O)Nc2ccc(Cl)cn2)c1	1.2%	0.5%	-2.7	76	-0.1%	-2.1%	-4.8%	-2.3%	-1.6%	-1.4%
NC(=O)[C@H](Cc1cc2ccccc2s1)NC(=O)[C@@H]1CC2(CC(c3cccc(NC(=O)[C@@H]4CCC(=O)N4)c3)=NO2)CN1C(=O)/C=C/c1c(F)cccc1Cl (stereo partly specified)	-9.2%	-0.1%	0.9	91	-0.1%	2.1%	-9.6%	2.6%	34.9%	15.2%
CCC(C)NC(=O)C(=O)NC1CCCC1 (stereo unspecified)	13.0%	0.2%	.	.	0.1%	-0.7%	0.9%	3.2%	-6.2%	11.6%
COc1ccc(NC(=O)CSc2nc(-c3ccco3)nc3cc(=O)[nH]n23)cc1Cl	21.5%	0.3%	-0.8	73	-0.4%	26.0%	-3.6%	4.6%	19.1%	2.2%
Cc1ccc(NC(=S)N2CCN(c3ncccn3)CC2)cc1C	-18.8%	4.7%	-0.6	53	0.3%	1.5%	-0.7%	9.8%	-10.9%	4.7%
NC(=O)Cn1cc(C(=O)c2cccs2)c2ccccc21	2.3%	0.4%	-1.7	30	0.0%	-1.6%	2.8%	-2.7%	0.1%	4.4%
Cn1c(=O)c2c(nc(N3CCOCC3)n2CC(=O)C23CC4CC(CC(C4)C2)C3)n(C)c1=O	8.8%	0.0%	3.0	50	-0.1%	1.1%	-5.7%	-1.6%	-2.4%	0.6%
Cc1[nH]c(=O)[nH]c(=O)c1S(=O)(=O)N1c2ccc(F)cc2CCC1C (stereo unspecified)	14.1%	-0.1%	0.1	97	0.2%	-0.7%	2.6%	-6.3%	5.0%	5.7%
CC(NC(=O)c1cccc(S(=O)(=O)N2CCN(Cc3ccccc3)CC2)c1)c1ccc(Br)cc1 (stereo unspecified)	-5.3%	1.9%[50 µM]	4.0	63	0.3%	7.6%	-7.8%	-4.8%	2.0%	-2.9%
Cc1ccccc1Cn1c2ccccc2c2cnn(CC(=O)NCc3ccccn3)c(=O)c21	-0.3%	1.9%	1.4	77	0.3%	-1.8%	-0.9%	1.0%	0.3%	16.1%
Cc1ccc(S(=O)(=O)Nc2nc(C)c(NC(=O)Nc3ccc(Cl)cc3Cl)s2)cc1	25.7%	-0.4%	-1.0	71	-0.1%	27.2%	-3.2%	-3.4%	-20.9%	11.8%
O=C(Nc1ccccc1)Nc1ccccc1NS(=O)(=O)c1cccs1	0.4%	1.2%	0.5	86	0.6%	6.0%	.	6.2%	-5.2%	6.7%
CC1=C(C)C(=O)N(CCC(=O)O)C1=O	5.7%	-0.4%	4.4	81	-0.2%	-0.6%	-1.4%	1.3%	-3.1%	-6.0%	NS5 inhibitors pilot replicate=0.6
CCN(C(=O)COC(=O)c1cccnc1SC)C1CCS(=O)(=O)C1 (stereo unspecified)	-3.8%	0.7%	1.9	41	-0.2%	0.0%	1.6%	0.6%	-1.5%	-4.7%
SMILES	GPR35 antagonists	UTI89 phage lysis	NTR1 ag	NTR1 ag cell count 20 µM	GPR55 beta-arrestin	HIV fusion peptide	NS5 inhibitors	Siah-1 displacement	AID2073	GPR55 LPI antagonism	others
CC1(C)Cc2c(C#N)c(SCc3ccccc3)nc(N3CCOCC3)c2CO1	-7.6%	-0.6%	2.2	38	0.4%	0.5%	1.1%	1.3%	6.0%	15.2%
COc1ccc2c(Cl)c(C(=O)NN3CCN(C)CC3)sc2c1	-0.3%	0.0%	0.7	68	0.2%	-2.6%	-5.3%	-7.3%	4.5%	9.4%
Cc1cc(C)nc(SCc2cc(=O)c(OC(=O)c3cccc([N+](=O)[O-])c3)co2)n1	-15.0%	0.2%	3.3	55	-0.5%	1.5%	-3.2%	-7.7%	9.1%	-14.8%
O=C(N[C@H](C(=O)O)c1ccccc1)C1CCC(Cn2nnc3ccccc3c2=O)CC1 (stereo partly specified)	-1.6%	.	0.0	58	-0.1%	1.4%	.	-2.7%	-10.0%	2.8%
CC1C/C(=C/c2cccn2C)C(=O)/C(=C/c2cccn2C)C1 (stereo unspecified)	11.0%	0.1%	-1.3	80	-0.1%	-1.0%	?	-1.0%	-5.0%	-1.6%
O=C(N/N=C/c1coc2ccccc2c1=O)c1cc2ccccc2o1	-2.5%	0.2%[50 µM]	1.2	66	-0.5%	-0.2%	-5.9%	3.9%	-3.1%	0.2%
COc1cc(NS(=O)(=O)c2ccc(C)cc2)c2ncccc2c1	-6.2%	1.0%	2.9	70	0.6%	1.0%	-3.9%	-7.9%	36.2%	17.1%
O=C(COC(=O)/C=C/c1cnc2ccccc2n1)NCC(F)(F)F	-10.6%	0.1%	-4.4	64	-0.1%	1.7%	-7.8%	2.8%	0.0%	-1.0%
CCOC(=O)c1sc(C)c2c(=O)n(CCc3ccccc3)nnc12	-3.5%	0.5%	1.6	33	0.0%	1.9%	-1.1%	-0.9%	14.2%	15.0%
CCC1CCCCN1CCCNC(=O)c1ccc(/C=C2/Sc3ccccc3NC2=O)cc1 (stereo unspecified)	-5.1%	-0.4%	11.7	62	-0.1%	-1.3%	-4.6%	4.4%	11.8%	16.0%
COc1ccc(-c2nc3n(n2)C(c2ccncc2)C(C(N)=O)=C(C)N3)cc1 (stereo unspecified)	-16.8%	1.4%	1.7	81	-0.1%	-1.5%	-4.1%	-1.2%	1.8%	-0.7%
CCN(CC)c1ccc2cc(-c3nnc(-c4ccccc4)o3)c(=O)oc2c1	23.3%	0.6%	-2.4	48	-0.2%	151.0%	?	-3.5%	12.5%	53.5%
COC(=O)c1[nH]c2ccccc2c1NC(=O)CN1CCN(C/C=C/c2ccccc2)CC1	-12.0%	0.1%	5.1	50	0.2%	-2.3%	-2.1%	5.1%	-5.1%	4.2%
COCCn1c(-c2ccc(-c3ccc([N+](=O)[O-])cc3Br)o2)nc2c1c(=O)[nH]c(=O)n2CC(C)C	-6.8%	0.8%	27.8	66	1.4%	16.8%	-1.5%	-8.4%	44.5%	-2.0%
O=C1CCC(C(=O)N2CCCCO2)CN1Cc1cccc(C(F)(F)F)c1 (stereo unspecified)	-1.3%	-0.2%	0.6	59	-0.1%	-0.4%	-3.9%	-2.6%	7.9%	-8.2%
CCS(=O)(=O)N1CCN(CC(=O)NC2CCCCC2)CC1	8.4%	0.5%	2.1	31	0.2%	-0.2%	0.7%	2.0%	4.1%	9.1%
COc1cc(C(=O)Oc2cccc(/C=N/NC(=O)c3cc(C)[nH]n3)c2)cc(OC)c1OC	-6.3%	0.1%	-1.7	49	-0.2%	0.3%	-5.0%	-1.6%	10.5%	-0.8%
Cc1cc(C)nc(N2CCC(C(=O)Nc3ccc4c(c3)OCO4)CC2)n1	17.6%	1.1%	-1.9	56	0.2%	0.8%	-4.6%	5.7%	-3.6%	-17.0%
COc1cc(C(=O)NCCOc2ccccc2)cc(OC)c1OC	15.3%	0.2%	-0.5	51	0.0%	1.2%	-8.5%	2.2%	15.8%	-0.4%
CCN(CCCNC(=O)C1CCN(S(=O)(=O)N2CCC3(CC2)OCCO3)CC1)c1ccccc1	-7.1%	0.5%	-0.4	50	-2.3%	-0.6%	-4.5%	0.9%	-4.0%	26.4%
O=C(C1CCC1)N1CCC(c2nc3c(nnn3Cc3c(F)cccc3Cl)c(=O)[nH]2)CC1	-11.8%	0.4%	0.4	54	0.3%	0.3%	0.0%	1.7%	0.9%	9.7%
CC1(c2ccccc2)CC(c2ccccc2)=Nc2nonc2N1 (stereo unspecified)	5.1%	0.2%	-0.2	49	-0.2%	0.4%	-4.7%	1.1%	2.3%	4.2%
COc1ccc(Cl)cc1NC(=O)C/C(C)=N/NC(=O)c1ccccc1Cl	-9.4%	-1.4%	-1.3	55	-0.1%	-1.0%	-2.3%	-2.9%	-6.9%	12.8%
Cc1cccc(C)c1NC(=O)CSc1nc(COc2ccccc2)nc2ccccc12	12.9%	1.4%	7.1	39	-0.1%	6.3%	-0.3%	-1.2%	45.4%	9.4%
